# Source: PubChem BioAssay (several laboratories)
# EBNA-1 inhibitor – blocks EBNA-1 binding to DNA | EBNA-1 DNA binding, fluorescence polarization | inhibition, % at 14.8 µM | 0.34% of 300,000 active | AID 1950; in the data active means inhibition above about 28%
# JMJD2C inh – inhibitors of human GASC-1 (JMJD2C) demethylase; Q9H3R0; GST-JMJD2C(1-420) H3K9me3 demethylation, DELFIA europium; inhibition, % at 2.35 µM; 0.069% of 330,000 active; AID 2099;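 active means more than half of a compound's replicate wells show inhibition beyond 50%, single wells judged on their own value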;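 further: signal counts dimethyl H3K9 product captured on neutravidin plate; 0% = median of DMSO wells and 100% = 0.3 times that DMSO median; strong numbers were not always called active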
# core dimer inh – blocks dimerization of HCV core protein; TR-FRET GST/Flag-core106 dimerization, 1536-well; inhibition, % at 5 µM; 0.33% of 300,000 active; AID 1899;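 active means inhibition above the mean of all tested compounds plus 3 SD, set per screening campaign, cut at about 45% in these data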
#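 Assay system: GST-tagged and Flag-tagged HCV core protein residues 1-106 / Times: compound-protein-antibody incubation 4 h at 22.5 °C / Signal: time-resolved FRET, ex 340 nm, em 617 and 671 nm / Evaluation: % inhibition based on acceptor/donor emission ratio / Benchmarks: wells lacking GST-core106 and wells with excess unlabelled core106 / Repeats: singlicate, one well per compound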
# TPT1 inh – C. albicans TPT1 enzyme inhibition; recombinant caTPT1, FP RNA substrate dephosphorylation; inhibition, % at 5 µM; 0.81% of 300,000 active;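 active means inhibition above the mean of all tested compounds plus 3 SD, set per screening campaign, cut at about 24% in these data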;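 further: plate controls were DMSO alone for no effect and ferristatin control at 100 nM for full effect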
# CTSL1 counter – blocks F. hepatica cathepsin L1 in PFM18AAP counter-screen; recombinant F. hepatica cathepsin L1, Z-Leu-Arg-MCA fluorescence; inhibition, % at 5.96 µM; 0.49% of 300,000 active; AID 1906;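 active means inhibition above the mean of all tested compounds plus 3 SD, set per screening campaign, cut at about 17% in these data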;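 further: 0% = plate median of test compound wells and 100% = 1 µM Z-Phe-Ala-diazomethylketone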
# ZTA DNA inh – ZTA (EBV) inhibition in EBNA-1 counter-screen; P03206; ZTA-DNA binding, fluorescence polarization; inhibition, % at 11 µM; 0.15% of 320,000 active; AID 2234; in the data active means inhibition above about 33%
# Target sequence (P03206 whole entry, looked up): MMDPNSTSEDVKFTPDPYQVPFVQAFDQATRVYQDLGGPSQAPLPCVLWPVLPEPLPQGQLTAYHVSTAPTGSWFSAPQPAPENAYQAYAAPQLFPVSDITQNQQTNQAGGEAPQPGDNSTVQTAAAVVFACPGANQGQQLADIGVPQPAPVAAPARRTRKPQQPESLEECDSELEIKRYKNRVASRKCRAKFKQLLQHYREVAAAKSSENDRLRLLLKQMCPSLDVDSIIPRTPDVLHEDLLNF
# Yeast superoxide – lowers age-related superoxide in aged yeast cells. S. cerevisiae aged cells, superoxide DHE fluorescence; stronger effect = lower value. superoxide response (% of plate mean), % at 10 µM. 0.18% of 330,000 active;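 active means superoxide response under a set limit, about three screen SD below normal, cut at about 65% in these data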;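 further: yeast aged for seven days with compound at 30 °C before DHE staining; 100% = average MFI of all compound-treated wells on the plate with controls excluded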
# PP5 primary – blocks human protein phosphatase 5 activity. P53041. purified PP5c, OMFP substrate fluorescence. inhibition, % at 6.7 µM. 0.18% of 320,000 active. AID 1987;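 active means inhibition above the campaign's mean inhibition across all tested compounds plus 3 SD, cut at about 9.5% in these data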;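 further: 0% = DMSO only and 100% = 100 µM cantharidin control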
# PP1 inh – blocks human PP1-alpha phosphatase, a PP5 counter-screen; AID 2235; 0.9% of 320,000 active; inhibition, % at 6.7 µM; purified PP1alpha, OMFP fluorescence;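 active means inhibition above the mean inhibition of all tested compounds plus 3 SD, computed separately for each screening campaign, cut at about 15% in these data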
# Target sequence (P62136 whole entry, looked up): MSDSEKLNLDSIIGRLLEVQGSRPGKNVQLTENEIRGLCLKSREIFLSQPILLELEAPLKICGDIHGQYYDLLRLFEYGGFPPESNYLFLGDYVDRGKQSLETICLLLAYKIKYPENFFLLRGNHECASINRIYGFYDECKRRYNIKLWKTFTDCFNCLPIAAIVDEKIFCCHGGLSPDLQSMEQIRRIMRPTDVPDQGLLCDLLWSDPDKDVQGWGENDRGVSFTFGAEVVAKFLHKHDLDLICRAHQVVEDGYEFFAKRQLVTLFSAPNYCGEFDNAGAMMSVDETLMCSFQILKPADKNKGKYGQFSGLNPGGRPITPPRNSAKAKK
# Active calls of the source: *; nt = no result given.
# Order of results – EBNA-1 inhibitor	JMJD2C inh	core dimer inh	TPT1 inh	CTSL1 counter	ZTA DNA inh	Yeast superoxide	PP5 primary	PP1 inh
- O=C1C(=O)N(C/C=C/c2ccccc2)c2ccccc21
    4	2	1	3	2	15	100	0.2	17*
- Clc1ccc(Cc2nc(-c3ccncc3)no2)cc1
    9	-3	2	1	-2	-4	83	4.0	-2
- CN1CCc2c(OCC(=O)N3N=C(c4cccs4)CC3c3ccc(F)cc3)cccc2C1=O (configuration not stated)
    -3	7	24	-3	16	-5	98	3.9	3
- CC(=O)C1=C(O)C(=O)N(c2ccc(S(N)(=O)=O)cc2)C1c1ccccc1F (configuration not stated)
    -8	-6	3	6	6	-2	91	-3.4	-8
- CCCCCCn1cc(C(=O)O)c(=O)c2cc(F)c(N3CCN(C(=O)OCC)CC3)cc21
    -9	-13	-13	-4	-2	-6	97	-0.7	3
- COc1cc(OC)c(CN2CCC(Cc3ccccc3)CC2)cc1Br
    -6	-4	-4	1	0	-10	106	3.4	1
- C#Cc1ccc([C@@H]2C=C(C(=O)N3CCN(Cc4ccc5c(c4)OCO5)CC3)O[C@H](OCC)[C@H]2CCCO)cc1
    12	2	-3	-1	-2	-19	98	1.1	3
- CCn1c(Cc2ccccc2)nnc1SCC(=O)Nc1nccs1
    5	1	-4	-7	3	5	90	0.0	-2
- CCOC(=O)C1(CCOc2ccccc2)CCN(Cc2cc(OC)c(O)c(OC)c2)CC1
    3	24	12	-3	-4	-1	106	1.1	-1
- CCC(C(=O)OC(C)C)c1ccc2ccccc2c1 (configuration not stated)
    nt	8	nt	nt	nt	6	107	-0.2	-2
- O=C(CO/N=C/c1ccc(OC(F)F)cc1)NCc1ccco1
    -4	6	-5	-2	-3	11	94	-2.1	-1
- CC(C)CC(=O)NC1(C(F)(F)F)C(=O)N(Cc2ccccc2)C2=C1C(=O)CC(C)(C)C2 (configuration not stated)
    -4	-9	-3	-1	2	-3	100	-3.8	-2
- CCn1nnnc1SCC(=O)c1cc(OC)ccc1OC
    18	-2	0	-1	0	5	91	-0.2	-2
- CN(C)S(=O)(=O)c1ccc(Cl)c(C(=O)Nc2cccc([N+](=O)[O-])c2)c1
    2	1	4	-2	-4	21	115	3.3	-3
- CC1CCCC(C)N1C(=O)COC(=O)c1cc(S(=O)(=O)N2CCOCC2)ccc1Cl (configuration not stated)
    -7	-5	3	3	-8	-9	102	-2.5	0
- CCN(CCCNC(=O)CCn1c(=S)[nH]c2cc3c(cc2c1=O)OCO3)c1cccc(C)c1
    8	-8	17	3	5	11	109	-1.4	-5
- O=C(Nc1ccc(NC(=O)c2ccccc2O)cc1)Nc1ccc(F)cc1F
    38*	4	0	-3	0	-8	95	-2.5	0
- C=CCn1c(SCC(=O)O)nc2sc(CC)cc2c1=O
    -7	-1	2	0	10	-24	93	1.2	4
- O=C(c1ccc(CNS(=O)(=O)c2cccc(C(F)(F)F)c2)cc1)N1CCOCC1
    2	-2	2	1	-2	-2	96	-0.5	2
- Cc1[nH]c2ccccc2c1C(=O)CSc1ccccn1
    -8	18	-2	-4	-4	-8	116	-2.8	0
- NS(=O)(=O)c1ccc(CCNC(=O)C(=O)NCC2OCCN2S(=O)(=O)c2ccc(F)cc2)cc1 (configuration not stated)
    0	-11	2	-1	3	-18	85	-1.0	0
- CCc1nnc(NC(=O)c2ccc(Br)c(S(=O)(=O)N3CCOCC3)c2)s1
    -4	-17	-1	2	0	-7	128	-0.4	-2
- CC1CCCCN1C(=O)CSc1nnc(-c2ccc(Cl)s2)o1 (configuration not stated)
    -7	-4	5	-5	3	-12	91	1.6	0
- Cn1c(CNc2nc(-c3ccccc3)cs2)nnc1SCC(=O)OC1CCCCC1
    0	-3	13	-3	1	-4	91	3.6	3
- COc1ccc(N2CCN(CC(=O)c3ccc(O)c(C)c3O)CC2)cc1
    4	-24	8	1	1	11	104	2.2	-6
- Cc1ccc(OCC(=O)N(Cc2ccc(C)o2)C2CCS(=O)(=O)C2)cc1 (configuration not stated)
    -3	-6	0	4	-2	1	118	-0.6	-3
- CN(C)C(=O)c1c([N+](=O)[O-])ncn1C
    1	-7	-3	-2	-3	-10	88	-0.5	0
- COc1nc(NCCc2ccc(OC)c(OC)c2)nc(NC(C)(C)CO)n1
    -4	-13	0	2	5	-7	84	0.8	0

# With a hit mark in EBNA-1 inhibitor, of those listed so far:
compound | EBNA-1 inhibitor | JMJD2C inh | core dimer inh | TPT1 inh | PP5 primary
O=C(Nc1ccc(NC(=O)c2ccccc2O)cc1)Nc1ccc(F)cc1F | 38* | 4 | 0 | -3 | -2.5

# Full records as entered above. Values in the order: EBNA-1 inhibitor	JMJD2C inh	core dimer inh	TPT1 inh	CTSL1 counter	ZTA DNA inh	Yeast superoxide	PP5 primary	PP1 inh
# O=C(c1ccc(CNS(=O)(=O)c2cccc(C(F)(F)F)c2)cc1)N1CCOCC1 is entered as 2	-2	2	1	-2	-2	96	-0.5	2
# CC1CCCC(C)N1C(=O)COC(=O)c1cc(S(=O)(=O)N2CCOCC2)ccc1Cl (configuration not stated) is entered as -7	-5	3	3	-8	-9	102	-2.5	0
# CCCCCCn1cc(C(=O)O)c(=O)c2cc(F)c(N3CCN(C(=O)OCC)CC3)cc21 is entered as -9	-13	-13	-4	-2	-6	97	-0.7	3
# Clc1ccc(Cc2nc(-c3ccncc3)no2)cc1 is entered as 9	-3	2	1	-2	-4	83	4.0	-2
# Cc1[nH]c2ccccc2c1C(=O)CSc1ccccn1 is entered as -8	18	-2	-4	-4	-8	116	-2.8	0

# Pulled by structure from the entries so far, four records:
# Order of results – EBNA-1 inhibitor	JMJD2C inh	core dimer inh	TPT1 inh	CTSL1 counter	ZTA DNA inh	Yeast superoxide	PP5 primary	PP1 inh
- CCOC(=O)C1(CCOc2ccccc2)CCN(Cc2cc(OC)c(O)c(OC)c2)CC1
    3	24	12	-3	-4	-1	106	1.1	-1
- Clc1ccc(Cc2nc(-c3ccncc3)no2)cc1
    9	-3	2	1	-2	-4	83	4.0	-2
- CN(C)C(=O)c1c([N+](=O)[O-])ncn1C
    1	-7	-3	-2	-3	-10	88	-0.5	0
- CCn1nnnc1SCC(=O)c1cc(OC)ccc1OC
    18	-2	0	-1	0	5	91	-0.2	-2
